# High-throughput results: PubChem BioAssay, several laboratories
# West Nile virus CPE – West Nile virus antiviral activity, cell-based, CPE readout (AID 1621); CPE inhibition, % at 10 µM, or IC50 in µM where a hit was titrated; West Nile virus-infected cells, CPE inhibition; higher % means a stronger effect; 0.02% of 290,000 active; in the data active = a potency from the dose series; inconclusive = CPE inhibition mostly from about 3.7% at the one dose, without a potency; inactive = the rest, 99 in 100 with CPE inhibition below about 2.2%; note: strong numbers were not always called active
# AID2073 – inhibitors of Mint1-CaV2.2 protein interaction, biochemical, HTRF (AID 2073). Voltage-dependent N-type calcium channel subunit alpha-1B (Homo sapiens). HTRF protein-protein interaction, Mint1-CaV2.2; higher % means a stronger effect. inhibition, % at 20 µM, or IC50 in µM where a hit was titrated. 0.19% of 290,000 active; in the data active = inhibition mostly above about 51%, no sharp cut-off; inconclusive = no clear call, values can overlap the other calls; inactive = mostly below about 53%; note: some results filed as inactive read as strong as hits
# SV40 large T antigen – SV40 large T antigen inhibitors, biochemical (AID 1903) | SV40 large T antigen ATPase/helicase inhibition assay; higher % means a stronger effect | one-dose inhibition, % at 20 µM; IC50 in µM for titrated hits | 0.39% of 310,000 active; in the data active = a potency from the dose series; inconclusive = inhibition mostly from about 32% at the one dose, without a potency; inactive = the rest, 99 in 100 with inhibition below about 32%; note: strong numbers were not always called active
# UTI89 phage lysis – inhibition of K1F phage lysis, E. coli UTI89, bacterial capsule biogenesis inhibitors, alamar blue (AID 488966); E. coli UTI89 K1F phage lysis, alamar blue, 2 h; higher % means a stronger effect; inhibition, % at 100 µM; hits with a dose series show IC50 in µM; 0.02% of 340,000 active;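 active = phage lysis inhibition, versus mean bacterial control, above a set limit; inconclusive = no clear call, values can overlap the other calls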;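 note: capsule biogenesis inhibitors block K1F phage lysis so surviving cells raise fluorescence; higher fluorescence means more inhibition of phage lysis; actives were called in the ten point dose series up to 300 µM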
# Siah-1 displacement – Siah-1 peptide-binding antagonists, primary screen, biochemical, fluorescence polarization, rhodamine-plectin, uHTS (AID 1817). 0.02% of 290,000 active. Siah-1 / rhodamine-plectin peptide fluorescence polarization; higher % means a stronger effect. displacement, % at 20 µM, or IC50 in µM where a hit was titrated;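 active = displacement of at least 50% at 20 µM, with a fluorescence ratio check between 0.3 and a set limit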;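 note: plate controls were Siah plus tracer with DMSO for no effect and tracer alone without Siah for full effect; strong numbers were not always called active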
# NS5 inhibitors – Dengue-2 NS5 methyltransferase inhibitors, primary screen, biochemical, confirmation dose response (AID 588689); 0.3% of 340,000 active; inhibition, % at 25 µM; hits with a dose series show IC50 in µM; Genome polyprotein (Dengue virus type 2 (strain 16681-PDK53)); Dengue-2 NS5 methyltransferase capping enzyme assay, biochemical; higher % means a stronger effect; in the data active = a potency from the dose series; inconclusive = inhibition above about 29% without an active follow-up result
# Rac1 GTP hydrolysis – MgcRacGAP GTPase-activating activity inhibitors, confirmation, biochemical, ADP Hunter fluorescence | Rac GTPase-activating protein 1 (Homo sapiens) | MgcRacGAP-stimulated Rac1 GTP hydrolysis, ADP Hunter fluorescence; higher % means a stronger effect; GST-tagged Rac1 F28L mutant substrate | inhibition, % at 30 µM; hits with a dose series show IC50 in µM | 0.6% of 340,000 active;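 active = first-screen hits whose inhibition reached a set limit at any dose in the follow-up dose series; inconclusive = inhibition above the set first-screen limit but never retested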;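 note: fluorescence reports GDP produced by GAP-driven GTP hydrolysis; strong numbers were not always called active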
# RSV CPE inhibition – RSV antiviral activity via CPE protection, HEp-2 cells, primary 10 µM value included (AID 2391). HEp-2 cells, RSV-induced CPE inhibition; higher % means a stronger effect. one-dose CPE inhibition, % at 10 µM; IC50 in µM for titrated hits. 0.13% of 310,000 active; in the data active = a potency from the dose series; inconclusive = CPE inhibition mostly from about 23% at the one dose, without a potency; inactive = the rest, 99 in 100 with CPE inhibition below about 21%; note: strong numbers were not always called active
# NTR1 ag – agonists of NTR1, primary screen, imaging, U2OS cells, beta-arrestin-GFP, high content (AID 493036). NTR1-U2OS beta-arrestin-GFP spot imaging, agonist mode. activation, % at 20 µM. 0.17% of 330,000 active;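 active = activation at or above 40% of the spot to cytoplasm intensity ratio, with at least 20 cells analyzed; inconclusive = wells under 20 cells, flagged as cytotoxic or low count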;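 note: 0% = DMSO without peptide and 100% = 100 nM NTR1 peptide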
# Target sequence (P30989 whole entry, looked up): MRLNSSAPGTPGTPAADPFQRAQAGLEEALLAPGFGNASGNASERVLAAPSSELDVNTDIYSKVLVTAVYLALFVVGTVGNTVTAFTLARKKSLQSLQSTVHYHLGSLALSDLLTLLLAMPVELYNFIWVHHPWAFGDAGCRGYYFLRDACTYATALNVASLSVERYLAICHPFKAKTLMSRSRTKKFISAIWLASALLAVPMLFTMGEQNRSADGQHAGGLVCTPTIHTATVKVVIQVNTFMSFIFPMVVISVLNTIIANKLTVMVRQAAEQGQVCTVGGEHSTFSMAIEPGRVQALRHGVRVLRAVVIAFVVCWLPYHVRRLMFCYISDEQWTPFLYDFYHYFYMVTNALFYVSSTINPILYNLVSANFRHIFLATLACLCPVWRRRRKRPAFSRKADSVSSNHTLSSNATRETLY
# NTR1 ag cell count 20 µM – further read-out of NTR1 ag, marked with its call; cell count; measured here: cell count, cytotoxicity flag
# NS5 inhibitors pilot replicate – recorded beside NS5 inhibitors, whose call it bears; inhibition, %; measured here: pilot screen replicate inhibition
# Active calls of the source: *; i = inactive; ? = inconclusive; . = no result given; [ ] = remark or other dose.
SMILES,West Nile virus CPE,AID2073,SV40 large T antigen,UTI89 phage lysis,Siah-1 displacement,NS5 inhibitors,Rac1 GTP hydrolysis,RSV CPE inhibition,NTR1 ag,NTR1 ag cell count 20 µM,others
O=C(N/N=C/c1cc2c(cc1Cl)OCO2)c1cc(-c2ccccc2)n[nH]1,-0.8%,14%,8%,-1.7%[50 µM],36%,-6%,6%,1.1%,1.8,53,
Cc1c(NC(=O)CN2C(=O)C(=O)N(Cc3ccccc3)C2=O)c(=O)n(-c2ccccc2)n1C,0.5%,23%,11%,-1.3%[50 µM],0%,-4%,14%,-0.3%,0.2,54,
Cc1ccc(-c2nc3ncccc3o2)cc1NC(=O)c1ccccc1,0.0%,9%,3%,1.1%,-2%,-1%,9%,2.9%,0.2,34,
COc1cc(C(=O)NC(c2ccccc2)c2ccccc2)cc(OC)c1C,-0.6%,22%,8%,0.1%,1%,5%,2%,4.0%,0.0,69,
CSc1nnc(-c2cc(C)on2)n1-c1ccccc1,0.5%,-6%,0%,0.2%,8%,-5%,8%,0.1%,0.4,50,
Cn1c(SCC(=O)Nc2ccccc2Oc2ccccc2)nnc1C1CC1,.,.,.,1.1%[50 µM],.,-2%,2%,0.5%,0.3,48,
COCCCN1C(=O)c2ccccc2C1C(=O)NC1CCCCCC1 (stereo unspecified),-0.2%,1%,9%,i,1%,0%,-4%,-1.6%,-0.9,70,
CC1CC(C)CN(C(=O)CSc2nc(Cc3cccs3)nc3ccccc23)C1 (stereo unspecified),-0.8%,8%,7%,-0.6%,-2%,5%,-2%,?,13,47,
CCn1c(SCC(=O)N2CCCCC2)nc2c(c1=O)SCC2,0.6%,-2%,4%,-0.1%,-5%,-6%,8%,1.8%,0.2,54,
C=CCOc1ccc(/C(O)=C2\C(=O)C(=O)N(CCCOC)C2c2ccncc2)cc1 (stereo unspecified),.,26%,12%,-0.2%,0%,-7%,7%,-0.2%,1.9,48,
CCCOC(=O)c1ccc(NC(=O)C(=O)NCC2CCCO2)cc1 (stereo unspecified),-0.3%,-3%,2%,0.5%,4%,-8%,4%,1.5%,-1.0,73,
O=C(Nc1ccc(N2CCOCC2)cc1)c1cccc2ccccc12,-0.3%,0%,7%,0.0%,3%,-2%,6%,3.6%,0.1,41,
COn1c(C)c(C(C)=O)c2c3no[n+]([O-])c3ccc21,1.1%,27%,0%,0.4%,2%,-3%,10%,1.1%,3.0,41,
COc1ccc2[nH]c(=O)c(NC(N)=S)nc2c1,-0.3%,-15%,14%,-1.6%,-3%,1%,9%,1.0%,1.4,56,
COc1ccc(NC(=O)C(=S)N2CCCC2)cc1,0.0%,-6%,11%,0.0%,4%,-4%,-1%,1.2%,3.1,71,
CN(CC(=O)Nc1ccc(Cl)cc1)C(=O)CNC(=O)Cc1cccc2ccccc12,.,.,.,-0.7%[50 µM],.,-2%,0%,-0.1%,2.5,60,
Cc1ccc(C(=O)OC2=CC(=O)CC(C)(C)C2)cc1,0.2%,3%,4%,0.1%[50 µM],-1%,-19%,12%,1.6%,2.4,63,
Cc1cccc(NC(=O)CN2CCCCCC2)c1,0.4%,2%,-2%,-0.5%,2%,9%,10%,0.1%,-0.3,36,
CC(=O)c1c(C(C)=O)c(C)n(-c2ccc(O)cc2)c1C,0.1%,-13%,6%,3.7%,-7%,-2%,7%,0.0%,-1.5,66,
CC(=O)Nc1ccc(S(=O)(=O)NCCC(=O)OCC(=O)N2CCN(C(=O)c3ccco3)CC2)cc1,0.1%,2%,3%,-0.3%,2%,3%,9%,1.5%,0.1,73,
CCC1CCc2sc(C(=O)O)cc2C1 (stereo unspecified),0.1%,0%,3%,0.5%,0%,3%,8%,1.0%,1.4,56,
COc1ccc(Oc2nccc(-c3ccc(Cl)cc3)n2)cc1,-0.4%,38%,17%,0.8%,-4%,7%,6%,2.1%,-0.5,60,
COCCNC(=O)c1nn2c(C(F)(F)F)cc(-c3ccccc3)nc2c1Cl,-0.8%,13%,8%,0.8%,2%,-64%,0%,2.4%,-0.1,56,
COc1cccc(C2c3[nH]c4ccccc4c3CCN2C(=O)Cn2cncn2)c1OC (stereo unspecified),-1.2%,0%,-1%,0.5%,-2%,1%,7%,2.4%,0.9,36,
CC(=O)NNC(=O)CCn1c2c(c3ccccc31)CCCC2,0.1%,-2%,23%,0.6%,-2%,-7%,2%,0.6%,-1.2,46,

# Some of these compounds in order of molar mass, descending:
SMILES,West Nile virus CPE,AID2073,SV40 large T antigen,UTI89 phage lysis,Siah-1 displacement,NS5 inhibitors,Rac1 GTP hydrolysis,RSV CPE inhibition,NTR1 ag,NTR1 ag cell count 20 µM,others
CCCOC(=O)c1ccc(NC(=O)C(=O)NCC2CCCO2)cc1 (stereo unspecified),-0.3%,-3%,2%,0.5%,4%,-8%,4%,1.5%,-1.0,73,
Cc1ccc(C(=O)OC2=CC(=O)CC(C)(C)C2)cc1,0.2%,3%,4%,0.1%[50 µM],-1%,-19%,12%,1.6%,2.4,63,
CCC1CCc2sc(C(=O)O)cc2C1 (stereo unspecified),0.1%,0%,3%,0.5%,0%,3%,8%,1.0%,1.4,56,

# (continued)
SMILES,West Nile virus CPE,AID2073,SV40 large T antigen,UTI89 phage lysis,Siah-1 displacement,NS5 inhibitors,Rac1 GTP hydrolysis,RSV CPE inhibition,NTR1 ag,NTR1 ag cell count 20 µM,others
CC1CC(C)CN(C(=O)CSc2nnc(N)s2)C1 (stereo unspecified),0.6%,2%,6%,2.0%[50 µM],0%,-1%,9%,0.4%,-0.2,48,
Cc1csc2nc(CSc3nncn3-c3ccccc3)c(Br)n12,0.3%,-5%,10%,1.5%,-1%,-3%,8%,3.6%,0.9,55,
Cc1ccc(NC(=O)Cn2nc(C(=O)Nc3ccc(C)cc3)ccc2=O)cc1,-1.3%,27%,11%,0.1%,3%,-10%,10%,4.4%,-0.7,63,
CN(CC(=O)Nc1ccccc1Cl)C(=O)COC(=O)CCN1C(=O)C2CC=CCC2C1=O (stereo unspecified),.,.,2%,1.1%[50 µM],.,3%,1%,0.3%,0.4,48,
O=C(CSc1ncnc2scc(-c3ccccc3)c12)NC1CCS(=O)(=O)C1 (stereo unspecified),-0.2%,2%,13%,0.1%,4%,4%,8%,0.4%,1.0,60,
COc1ccc(S(=O)(=O)Nc2cc3c4c(oc3c3ccccc23)CCCC4=O)cc1,0.8%,2%,14%,1.2%,3%,-4%,8%,18%,8.9,52,
Cc1nn(Cc2ccc(Cl)cc2)c(Cl)c1/C=N/NC(=O)CNc1ccccc1F,-0.5%,-2%,-2%,5.0%,3%,-1%,6%,2.2%,16,44,
CCOC(=O)Cc1csc(SCC(=O)Nc2sc3c(c2C(N)=O)CCC3)n1,0.4%,10%,19%,-0.1%,3%,6%,-4%,-0.8%,-0.4,68,
O=c1[nH]nc2c3ccccc3cnn12,0.4%,-2%,10%,1.0%,1%,1%,9%,6.0%,-1.7,39,
Cc1ccc(C)c(N2CCN(CCCNC(=O)Cn3cc4c(n3)CCC(C)C4)CC2)c1 (stereo unspecified),.,-6%,22%,8.0%,4%,1%,-1%,-1.9%,7.0,55,
CN1CCN(Cc2oc(CO)cc(=O)c2O)CC1,0.5%,12%,9%,0.2%,0%,0%,9%,2.6%,0.5,68,NS5 inhibitors pilot replicate=4.5
Cc1ccc(C(=O)N2CCN(C(=O)CN3CCCC3)C2)cc1,-0.1%,-10%,6%,1.3%,1%,8%,12%,-2.3%,-0.6,27,
CCOC(=O)C1=CNS(=O)(=O)NC1c1ccc2ccccc2c1 (stereo unspecified),.,.,.,0.2%,.,2%,2%,.,1.6,60,NS5 inhibitors pilot replicate=-5.2
CCCCN(C)CCCNC(=O)CCn1nc(-c2ccccc2)ccc1=O,.,3%,4%,1.3%[50 µM],-4%,0%,6%,1.6%,0.9,60,
CCCCC(=O)NC(NC(=O)CCCC)c1ccc(OCCC)c(OC)c1,-0.1%,11%,5%,1.1%,9%,1%,9%,1.2%,-0.5,55,
Cc1nc(-c2ccc(F)cc2)c(CC(=O)N(C)CC(=O)Nc2ccccc2Br)s1,.,.,12%,-0.1%[50 µM],.,-9%,0%,2.1%,-1.0,55,
CCCn1c(C(C)Nc2nc(-c3cc(Cl)c(N)c(Cl)c3)cs2)nc2cc(Cl)c(N3CCCCC3)cc21 (stereo unspecified),-0.4%,10%,20%,2.0%,2%,-14%,2%,13%,-1.0,85,
COC(=O)c1cc(NS(=O)(=O)c2ccc(NC(C)=O)cc2)cc(C(=O)OC)c1,0.5%,20%,12%,0.6%,1%,-12%,0%,2.0%,-1.1,75,
CCCCc1ccc(NC(=S)NCc2cccc(OC)c2)cc1,-1.6%,-8%,2%,-0.1%,6%,-5%,5%,1.9%,2.6,91,
CCOc1cc(S(=O)(=O)Nc2ccncc2)ccc1F,-0.6%,1%,9%,2.1%,3%,1%,8%,0.5%,-0.8,49,
CCc1ccccc1NC(=O)CSc1nc(C)c(C)o1,-0.7%,0%,8%,0.1%,-1%,-3%,8%,0.8%,0.1,76,
O=C(CN1CCOCC1)NN=C1CCCCCCCCCCC1,0.1%,2%,14%,-1.1%,4%,4%,-3%,0.9%,-1.0,64,
COc1cccc(COC(=O)C2CCN(S(=O)(=O)c3cccs3)CC2)c1OC,.,.,12%,0.4%[50 µM],.,-12%,8%,-1.3%,0.2,53,
COc1ccccc1C(=O)NC(CCSC)C(=O)NC1CCCCCC1 (stereo unspecified),0.1%,-11%,6%,-0.3%,-2%,-4%,-5%,2.9%,0.3,45,
CN(C)S(=O)(=O)Oc1ccsc1C(=O)Nc1cccc(Cl)c1,-0.7%,-4%,11%,-0.9%,-2%,-4%,0%,19%,-1.9,76,
O=C(O)CCc1nn2c3ccccc3n(CC(=O)c3ccccc3)c2nc1=O,0.9%,29%,2%,3.5%,4%,-1%,1%,1.0%,0.3,59,
O=C(Cn1cnc2c(oc3ccccc32)c1=O)NCc1ccccc1,0.6%,4%,2%,-0.4%,2%,2%,3%,1.9%,0.5,55,
O=C1/C(=C\c2ccc(-c3ccccc3Cl)o2)SC(=S)N1CC1CCCO1 (stereo unspecified),-0.7%,-3%,-2%,-0.4%,-3%,6%,5%,5.4%,-1.9,79,
Cc1ccc(C(=O)N/C(=C\c2ccc(Br)cc2)c2nc(=S)[nH][nH]2)cc1,0.6%,-2%,21%,-1.3%[50 µM],2%,-4%,7%,-4.1%,32,52,
CCn1c(NCc2ccco2)nc2c1c(=O)n(C)c(=O)n2C,1.1%,10%,9%,1.1%,-3%,1%,3%,0.0%,2.5,86,NS5 inhibitors pilot replicate=-2.1
